Vif inh: HIV Vif self-association inhibitors, primary screen, imaging, HEK293T, single point. HEK293T cells, Vif self-association by quenched fluorescence, 24 h. inhibition, % at 7.49 µM. hit rate 0.35% among 340,000. AID 602346, 2012; in the data active = inhibition above about 50%, passing the limit was not always enough; inconclusive = no clear call, values can overlap the other calls; inactive = below about 31%; also: some results filed as inactive read as strong as hits
NCOA2 inhibitor: inhibition of GAL4-SRC2 driven luciferase reporter, primary screen, SRC2 inhibitor project, cell-based, luminescence; Nuclear receptor coactivator 2 (Homo sapiens), Q15596; AID 651957, 2012; hit rate 0.17% among 370,000; HEK293 GAL4-SRC2 luciferase reporter; inhibition, % at 9 µM;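 active = inhibition above the mean inhibition of all tested compounds plus 3 SD, set per campaign, cut at about 52% in these data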;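 also: 0% = DMSO treated cells and 100% = cells given Gossypol at 36 µM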
EBV LMP1 NFkB: EBV LMP1-driven NF-kappaB luciferase reporter inhibitors, primary screen, cell-based, luminescence, single point; LMP1-induced NF-kappaB luciferase reporter cells; inhibition, % at 12.5 µM; hit rate 0.69% among 350,000; in the data active = inhibition above about 41%; inconclusive = no clear call, values can overlap the other calls;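 also: 0% = neutral control wells and 100% = reference inhibitor control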
C8 TRAIL sens: viability loss with TRAIL in NB7+C8 cells, primary screen, TRAIL sensitizer project, cell-based, ATPlite luminescence | inhibition (viability loss, TRAIL sensitization), % at 10 µM | hit rate 1% among 360,000;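 active = compounds causing at least 50% loss of cell viability in the single-dose screen, relative to plate controls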
COUP-TFII inh: NR2F2 transcriptional activity inhibitors, primary screen, cell-based, luciferase reporter, HEK293T, luminescence | HEK293T NGFI-A luciferase reporter | inhibition, % at 8.6 µM | hit rate 0.7% among 370,000 | COUP transcription factor 2 (Homo sapiens), P24468;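 active = inhibition above a per-plate cutoff, mean inhibition of test wells between control levels plus 3 SD, cut at about 38% in these data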;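 also: cells cotransfected with COUP-TFII expression vector driving the NGFI-A reporter; 0% = median of COUP-TF2 test wells and 100% = reporter-only cells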
TLR9-MyD88 block: inhibitors of TLR9-MyD88 association in cells, primary screen, cell-based, CHO, BLA complementation, fluorescence; CCF4 FRET ratio; inhibition, % at 4.98 µM; hit rate 0.21% among 340,000; AID 504734, 2011;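 active = inhibition above the mean over all tested compounds plus 3 SD, cut at about 21% in these data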;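 also: 0% = DMSO only wells and 100% = clavulanate BLA inhibitor control wells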
Target sequence (Q99836 whole entry, looked up): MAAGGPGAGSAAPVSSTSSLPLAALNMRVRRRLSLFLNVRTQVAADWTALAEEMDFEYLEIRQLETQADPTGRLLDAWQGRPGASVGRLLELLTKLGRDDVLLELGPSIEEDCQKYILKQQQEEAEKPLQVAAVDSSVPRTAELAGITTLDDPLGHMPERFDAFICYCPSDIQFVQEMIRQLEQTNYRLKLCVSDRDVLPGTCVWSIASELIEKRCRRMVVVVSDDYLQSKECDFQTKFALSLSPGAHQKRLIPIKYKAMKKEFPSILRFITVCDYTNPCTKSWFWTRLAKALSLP
Target sequence (Q9NR96 whole entry, looked up): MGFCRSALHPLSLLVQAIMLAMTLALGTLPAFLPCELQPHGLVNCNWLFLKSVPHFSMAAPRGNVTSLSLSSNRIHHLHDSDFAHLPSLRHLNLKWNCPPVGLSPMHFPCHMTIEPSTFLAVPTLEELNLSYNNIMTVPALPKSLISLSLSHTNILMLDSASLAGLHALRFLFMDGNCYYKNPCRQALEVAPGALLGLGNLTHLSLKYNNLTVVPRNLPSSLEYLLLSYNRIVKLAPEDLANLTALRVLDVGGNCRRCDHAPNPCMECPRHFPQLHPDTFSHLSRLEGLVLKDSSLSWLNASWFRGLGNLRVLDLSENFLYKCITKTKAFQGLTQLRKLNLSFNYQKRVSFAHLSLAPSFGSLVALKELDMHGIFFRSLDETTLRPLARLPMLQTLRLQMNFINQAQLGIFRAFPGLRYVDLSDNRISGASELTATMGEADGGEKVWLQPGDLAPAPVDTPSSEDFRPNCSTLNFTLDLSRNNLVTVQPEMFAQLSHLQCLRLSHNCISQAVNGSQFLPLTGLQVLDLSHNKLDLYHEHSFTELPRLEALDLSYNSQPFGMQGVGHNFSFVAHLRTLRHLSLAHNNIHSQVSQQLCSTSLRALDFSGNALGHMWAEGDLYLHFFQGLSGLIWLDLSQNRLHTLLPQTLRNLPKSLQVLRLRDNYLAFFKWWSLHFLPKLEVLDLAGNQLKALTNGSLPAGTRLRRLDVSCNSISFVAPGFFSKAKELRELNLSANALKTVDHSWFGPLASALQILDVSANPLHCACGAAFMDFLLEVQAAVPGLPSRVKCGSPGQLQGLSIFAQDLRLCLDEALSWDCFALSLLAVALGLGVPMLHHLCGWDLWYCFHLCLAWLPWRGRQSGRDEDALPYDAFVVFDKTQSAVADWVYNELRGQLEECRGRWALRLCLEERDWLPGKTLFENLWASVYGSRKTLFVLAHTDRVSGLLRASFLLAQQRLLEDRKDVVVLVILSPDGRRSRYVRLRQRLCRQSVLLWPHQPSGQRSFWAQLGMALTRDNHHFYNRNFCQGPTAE
SRC3 inh: SRC3 coactivator transcriptional activity inhibitors, primary screen, cell-based, luminescence | Nuclear receptor coactivator 3 (Homo sapiens), Q9Y6Q9 | HEK293 GAL4-SRC3 luciferase reporter | inhibition, % at 3.6 µM | hit rate 0.17% among 360,000 | AID 588352, 2011;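 active = inhibition above a per-campaign cutoff, the mean of all compounds plus 3 SD, cut at about 60% in these data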;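 also: 0% = DMSO-treated cells and 100% = gossypol-treated cells at 36 µM; higher means less SRC3-driven luciferase light from the GAL4 reporter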
NR5A2 inv ag: LRH-1 (NR5A2) inverse agonists, primary screen, cell-based, luminescence, HEK293T, StAR-luciferase reporter; hit rate 0.13% among 360,000; inhibition, % at 3.6 µM; Nuclear receptor subfamily 5 group A member 2 (Homo sapiens), O00482; AID 602396, 2012; LRH-1 transfected, 24 h;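 active = inhibition above the mean inhibition of all tested compounds plus 3 SD, cut at about 73% in these data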;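 also: 0% = DMSO wells and 100% = reporter-only cells lacking LRH-1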
NOD2 RIPK2 PPI: NOD2-RIPK2 binding disruptors in cells, primary screen, fluorescence, CHO cells, BLA complementation. Receptor-interacting serine/threonine-protein kinase 2 (Homo sapiens), O43353. CCF4 ratio. inhibition, % at 4.98 µM. hit rate 0.38% among 360,000. AID 624267, 2012; in the data active = inhibition above about 21%;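 also: 0% = vehicle only and 100% = reference blocker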
TROY signal inh: inhibitors of TROY-driven NF-kB signaling, primary screen, Q293 LMP1-TROYcd cells, NF-kB luciferase, uHTS. inhibition, % at 10 µM. AID 1347056, 2019. Q293 LMP1-TROYcd NF-kB luciferase reporter, 4 h. hit rate 0.98% among 360,000;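 active = compounds whose plate-normalised and pattern-corrected inhibition of the luciferase reporter signal at the single screening dose is 50% or more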
NCOA1 inh: SRC1 coactivator transcriptional activity inhibitors, primary screen, cell-based, luminescence; hit rate 0.12% among 360,000; Nuclear receptor coactivator 1 (Homo sapiens), Q15788; HEK293 GAL4-SRC1 luciferase reporter; AID 588354, 2011; inhibition, % at 3.6 µM;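 active = inhibition above the campaign mean plus 3 SD, with each screening campaign given its own cutoff, cut at about 60% in these data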;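 also: 0% = DMSO treated cells and 100% = gossypol at 36 µM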
* hit, by the source's call; ? = inconclusive; / = no result given. Not all compounds are listed. The share of hits here may be higher or lower than overall.

canonical_smiles,Vif inh,NCOA2 inhibitor,EBV LMP1 NFkB,C8 TRAIL sens,COUP-TFII inh,TLR9-MyD88 block,SRC3 inh,NR5A2 inv ag,NOD2 RIPK2 PPI,TROY signal inh,NCOA1 inh
Cc1ccccc1OCC(O)COc1ccccc1C,-0.8,-36.9,-6.8,15.9,-31.1,-0.1,-6.6,-30.4,-7.1,-10.5,-16.3
CCCNC(=O)C(CC)NC(=O)c1ccc(C#N)cc1 (centres undefined),-0.2,-36.2,-6.1,-11.7,-21.1,1.7,-10.2,-10.0,-2.6,-5.7,0.2
CCN(CC(=O)Nc1ccc(OC)cc1)CC(=O)Nc1ccc(Cl)cc1F,-5.2,-2.8,7.1,18.6,10.7,-4.9,-11.4,5.1,-3.4,-2.8,-12.7
Cc1ccc(C(=O)N/C(=C\c2cccs2)C(=O)NC2CCCCC2)cc1,2.5,-20.5,-5.3,-2.8,0.2,2.0,-0.9,4.5,-4.0,6.5,6.2
COc1cccc(NC(=O)Cn2c(=O)n(-c3ccccc3)c(=O)c3sccc32)c1,-2.9,11.0,-3.7,-7.0,-7.3,2.1,5.8,1.5,2.8,15.4,7.9
CC(=O)Nc1ccc(N2C(=O)CC(c3ccccc3)CC2=O)cc1,1.1,-1.0,-0.9,-7.1,-15.5,0.6,4.6,-12.7,8.7,-6.8,-10.1
CCCc1nnc(NC(=O)C(C)N2C(=O)C3C4C=CC(C4)C3C2=O)s1 (centres undefined),-1.2,-16.9,0.8,-6.3,3.1,2.4,-34.6,12.1,-11.6,4.2,-5.5
Cn1ccc2c(N3CCCC3)cc3c(c21)C1CCC3C1 (centres undefined),19.5,-7.9,/,3.5,12.0,/,14.3,17.2,-5.7,0.6,14.3
Cc1cc(=O)oc2cc(OC(C)C(=O)NC3(C#N)CCCCC3)ccc12 (centres undefined),/,-16.1,-1.7,-4.9,2.7,1.4,-1.6,20.5,0.1,-0.2,-2.3
COc1cc(NC(=O)c2cccs2)ccc1NC(=O)c1ccccc1Cl,-6.7,-36.8,1.9,-2.5,-0.1,0.7,-0.8,-14.2,-3.5,10.1,-19.1
Cc1[nH]c2ccccc2c1/C=C/c1nc2ccccc2c(=O)n1CCO,-8.2,-23.1,-26.7,2.5,5.1,1.6,4.3,-22.9,-5.4,55.3*,3.3
COc1ccc(-c2cc3nc(-c4ccccc4)cc(N4CCC(O)CC4)n3n2)cc1,3.2,10.6,-0.5,-3.9,-4.2,8.3,-2.4,4.6,-2.4,1.4,-1.6
CCN(CC)S(=O)(=O)c1ccc(NC(=O)CNC2CCCCC2)cc1,11.5,-18.8,3.6,-0.2,-4.2,3.0,-7.1,15.6,-1.6,-10.8,7.2
Cc1ccc(CN2CCC(n3nccc3NC(=O)C3CCOC3)CC2)cc1 (centres undefined),4.0,-0.3,-3.8,-11.6,-7.0,2.6,-3.3,-9.3,13.2,8.3,7.0
O=C(Nc1nc(COc2ccccc2)cs1)C1CCC1,/,-24.3,-10.1,40.8,-3.9,-10.0,-79.7,-101.9,-6.2,-32.9,-74.0
C/C(CCc1oc2c(Br)cc(Br)cc2c1-c1ccc(C)o1)=N\O,-1.7,24.3,-2.1,3.4,-7.1,-3.6,16.5,-29.3,-1.7,19.5,-28.2
CCC(C)NC(=O)CC1Oc2ccc(Cl)cc2NC1=O (centres undefined),2.6,-2.8,-7.3,-15.6,7.0,-8.2,1.8,19.6,1.3,0.5,-16.1
CC(=O)c1ccc(-n2nnnc2SCC(=O)N2CCN(C(=O)c3ccco3)CC2)cc1,-20.8,-3.5,-0.2,-10.6,2.3,2.7,13.6,30.1,-10.8,7.7,-1.1
COC1CCCCC1Nc1cc(C)cc(C)c1 (centres undefined),19.8,-5.9,-18.8,-4.3,-4.0,1.1,-7.0,16.0,-0.2,0.4,-1.9
CCCc1[nH]nc2c1C(/C(C)=C/c1ccccc1)C(C#N)=C(N)O2 (centres undefined),8.5,11.7,-37.9,-5.7,15.8,-1.5,16.4,-4.8,-8.5,1.6,2.4

An excerpt from above, showing only EBV LMP1 NFkB.
structure,EBV LMP1 NFkB
Cc1[nH]c2ccccc2c1/C=C/c1nc2ccccc2c(=O)n1CCO,-26.7
CCN(CC)S(=O)(=O)c1ccc(NC(=O)CNC2CCCCC2)cc1,3.6
COc1cc(NC(=O)c2cccs2)ccc1NC(=O)c1ccccc1Cl,1.9

Remaining list, next part.
canonical_smiles,Vif inh,NCOA2 inhibitor,EBV LMP1 NFkB,C8 TRAIL sens,COUP-TFII inh,TLR9-MyD88 block,SRC3 inh,NR5A2 inv ag,NOD2 RIPK2 PPI,TROY signal inh,NCOA1 inh
CC(=O)C1=C(O)C(=O)N(CC#N)C1c1cccs1 (centres undefined),/,7.8,-6.1,4.8,7.4,4.6,12.8,8.7,-8.6,-15.9,-15.6
O=C(Nc1nnc(CSCc2ccc(Cl)cc2)s1)c1cccc([N+](=O)[O-])c1,6.8,9.1,4.8,6.4,-2.1,1.3,17.9,5.2,-7.3,48.6,14.7
O=C(CCc1nc2ccccc2[nH]c1=O)OCC(=O)c1ccc(Cl)cc1,/,-5.6,-4.2,-3.0,-0.3,0.8,15.1,4.1,-1.5,14.2,9.1
CNc1ccc([N+](=O)[O-])cc1-c1nc2ccccc2[nH]c1=O,3.1,10.3,4.0,-17.9,-1.0,2.9,-0.2,15.1,-4.9,-25.5,-20.8
CCc1ccc(NC(=O)c2ccc(S(=O)(=O)NCc3cccnc3)cc2)cc1,?,-16.5,-2.3,3.3,9.2,5.2,-88.1,-8.4,-10.7,0.5,-35.7
O=C(CCn1c(SCC(=O)NCc2ccco2)nc2ccccc2c1=O)NCCc1ccccc1,-12.3,-15.7,-0.6,-4.8,7.5,8.4,-2.0,-23.9,3.1,0.3,11.1
O=C(O)c1ccccc1CSc1nc2ccccc2s1,2.2,-52.0,-10.8,-10.5,-16.9,6.0,-52.2,-37.0,0.5,-32.4,-52.7
CCCOc1ccccc1C1C(C(=O)OC)=CN(C(C)C)C=C1C(=O)OC,-0.9,-8.7,-3.0,-6.2,18.6,-6.5,12.6,3.0,-5.7,-1.4,-19.6
COc1ccc(C(CNC(=O)c2cc(S(=O)(=O)NCc3ccco3)ccc2C)N(C)C)cc1 (centres undefined),4.0,-1.6,7.3,3.5,-8.0,-7.8,3.8,6.5,-3.1,-22.0,-16.5
O=c1oc2c(CN3CCOCC3)c(O)c(Cl)cc2c2c1CCC2,10.7,-3.0,6.9,-0.6,-17.1,-15.8,-47.2,-1.1,-9.0,16.9,7.3
C/C(=N\NC(=O)c1c(C)nc2ccccn12)c1ccccc1F,4.6,-18.7,-2.7,4.6,-14.1,0.2,-5.0,-14.8,-0.3,-2.8,9.1
O=C(NCc1ccccc1F)c1ccc(S(=O)(=O)Nc2cccc(C(F)(F)F)c2)cc1,-2.1,-0.1,4.2,15.2,0.3,0.9,-0.5,3.0,5.8,10.2,11.4
C=CCOc1ccccc1CN1CCSCC1,7.7,22.2,-3.0,-2.3,20.2,4.1,5.2,4.7,-9.6,-12.7,6.1
Cc1cc(Nc2ccccc2)nn1C(=O)c1ccccc1,-5.8,6.7,5.6,-5.2,4.3,2.3,1.9,17.0,-4.1,18.1,-0.4
Cc1ccc(CN2CC(C(=O)Nc3ccc(F)c([N+](=O)[O-])c3)CC2=O)cc1 (centres undefined),10.1,-17.5,-9.6,-3.9,-20.3,-1.4,-0.4,-4.7,0.8,-2.9,-15.4
Cc1cc(N/C=C\c2nnnn2-c2ccc(F)cc2)no1,1.7,2.6,3.6,22.9,7.6,-19.2,9.5,2.1,-8.9,5.2,2.7
COc1ccccc1CNC(=O)COC(=O)c1cccc(S(=O)(=O)N2CCCC2)c1,2.6,-6.7,-19.7,-1.0,-17.0,-6.1,-16.4,-8.1,-11.8,4.1,3.1
Cc1ccc(NS(=O)(=O)c2cccc(C(=O)NCC(c3ccc(F)cc3)N3CCOCC3)c2)cc1 (centres undefined),-6.1,1.9,-4.0,-7.5,9.4,1.0,-0.6,21.1,-27.7,-10.0,13.2
O=C(NNS(=O)(=O)c1ccccc1[N+](=O)[O-])c1cccc(Br)c1,12.7,1.9,-2.8,-3.9,1.8,3.5,-2.3,4.8,-5.7,-1.1,-10.4
CCCn1c(N)c(N(CCOC)C(=O)c2cc(Cl)nc3ccccc23)c(=O)[nH]c1=O,-1.0,-14.9,3.7,-6.6,-18.0,-2.5,-5.7,-1.7,2.6,-1.8,-6.0
COc1ccc(CNC(=O)COC(=O)c2ccc(F)c(S(=O)(=O)N3CCCCC3)c2)cc1OC,2.8,17.2,2.0,-9.9,-20.6,1.4,11.4,-0.9,2.4,16.9,3.1
CCC(c1nnnn1Cc1ccco1)N(CCc1ccccc1)Cc1cc2ccc(OC)cc2[nH]c1=O (centres undefined),-1.6,-14.2,9.9,-4.3,-8.5,-9.6,10.7,-19.7,-4.9,9.7,-6.2
C[C@H]1CCC[C@@]2(O[C@H](CCO)C[C@@H](O)[C@@H]2O)O1,-2.6,-15.2,-6.4,-4.9,1.9,2.7,8.3,17.0,-25.4,-15.1,5.9
C[C@@H]1CN([C@@H](C)CO)C(=O)CCCn2nncc2CO[C@H]1CN(C)S(=O)(=O)c1cccc(F)c1,-1.6,-38.4,-3.8,-4.5,-17.2,11.0,0.3,1.2,-2.1,-8.2,-4.3
Nc1cccc(C(=O)Nc2ccco2)c1,-0.9,-0.3,-2.9,-19.2,6.1,5.5,-12.5,11.4,-1.8,-9.9,-20.1
C=CCc1cccc(/C=N/NC(=O)COc2ccc(-n3cnnn3)cc2)c1O,-7.1,15.7,-0.5,-6.3,11.4,0.7,13.2,-11.6,0.1,-27.8,-6.0
CCNC(=O)CSc1nnc(-c2ccc(OC)cc2)n1CC(C)C,-3.4,-13.7,-9.6,-6.7,-2.7,5.0,7.0,-5.2,10.3,0.9,8.0

High-throughput results (PubChem BioAssay)
